Pol III holo inh: DNA polymerase III holoenzyme inhibition; 71,000 tested, 0.25% active; AID 603; Potency, µM (highest dose often 57.1 µM), for inactives: at the highest dose activity change, negative = inhibition; reconstituted DNA polymerase III holoenzyme replication, biochemical; also: potency is read from the fitted curve at half-maximal effect; % is scaled to controls: 0 for no effect and ±100 for the full control effect
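Reconstituted *E. coli* holoenzyme (0.35 nM Pol III, 1 nM beta, 154 nM SSB, 2 nM primase) was preincubated with compound for 15 min at RT. Synthesis on 1.4 nM ssM13Gori ran 35 min, then was stopped with PicoGreen/EDTA and read as dsDNA fluorescence.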
Epigenetic mod: derepresses silenced GFP locus in mouse C127i cells. 68,000 tested, 0.09% active. mouse C127i GFP locus derepression, cytometry, 30 h. Potency, µM (top dose mostly 46.1 µM), for inactives: at the top dose GFP derepression (activation); also: % of control where 0% means no effect
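Locus derepression in mouse mammary C127i cells whose integrated CMV-GFP reporter is normally silent; GFP expression after 30 h compound treatment was quantified by counting fluorescent cells.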
15-hLO inh: 15-hLO (ALOX15) enzyme inhibition. Potency, µM (doses to about 57.1 µM), inactives show at the highest dose activity change, negative = inhibition, hits mostly inhibitors. purified 15hLO-1, xylenol orange hydroperoxide absorbance. P16050. 74,000 tested, 1.4% active; also: potency is read from the fitted curve at half-maximal effect; % is scaled to controls: 0 for no effect and ±100 for the full control effect; nearly all actives have a fitted effect of over 55% in size
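Inhibition is scored from a chromogenic endpoint. After 15 min enzyme-compound contact, arachidonic acid (50 uM final) reacts 6 min with 40 nM 15hLO-1 at room temperature, then Fe-XO reagent is added for 30 min and absorbance ratio recorded.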
HBB splice mod: modulators of hemoglobin beta chain splicing; HBB splicing reporter cell assay, activation; EGFP reporter with mutant IVS2-654 intron; response scale: normalised to 500 nM splice-correcting PNA; Potency, µM (series often up to 46.1 µM), for inactives: top-dose activation, actives largely listed as activators; 65,000 tested, 0.06% active; AID 925; also: potency is read from the fitted curve at half-maximal effect; 0% is about no effect
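Compounds were applied for 2 days to HeLa EGFP-654 cells, 500/well in Optimem with 2% FCS. The reporter's EGFP is disrupted by mis-splicing of beta-globin intron IVS2-654. Readout: summed well GFP fluorescence from 488 nm laser scanning; reference was 500 nM antisense […] 654 PNA.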
UbGFP stabilizer: inhibits proteasome, raising ubiquitin-GFP reporter fluorescence | Potency, µM (titrated, usually from 45.9 µM), for inactives: at the highest dose activation (GFP accumulation), hits mostly activators | 67,000 tested, under 10 active | Ubiquitin-GFP reporter cells, proteasome inhibition, GFP fluorescence; response scale: untreated = 0%, 10 µM MG-132 = 100%; active = well fitted activation curve with a large enough effect, not every such curve was filed as active; inconclusive = small, poorly fitted or top-dose-only effect, or another doubt; inactive = no such curve, though single readings can be large or run the other way; also: potency is read from the fitted curve at half-maximal effect
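U2OS cells stably expressing ubiquitin(G76V)-GFP, seeded overnight in 0.5% FBS medium, were exposed to compounds (qHTS, 46 uM to 2.9 nM) for 4 hr at 37 °C. GFP-positive cells were counted by laser cytometry (488 ex/515 em), normalized between basal and 10 uM MG-132.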
BRCT inh green: inhibitors of human BRCA1 BRCT-phosphoprotein interaction (green fluorophore) | P38398 | BRCA1 BRCT-phosphopeptide binding, green fluorescence polarization | Potency, µM (top dose mostly 76.9 µM), inactives show at the top dose activity change, negative = inhibition, usual class: inhibitors | 75,000 tested, 0.05% active | AID 875;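 also: potency is read from the fitted curve at half-maximal effect; plate controls were peptide without protein for full effect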
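Fluorescence polarization: His-tagged BRCT (~35 kDa BRCA1 C-terminus, 250 nM) bound to 100 nM fluorescein-labeled phosphorylated 10-aa BACH1 peptide, pH 7.3 phosphate buffer with DTT and Tween 20. Compounds incubated 12 min at room temperature; inhibition read as lowered polarization.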
CRE Fsk mod: CRE-bla signaling modulation under forskolin stimulation | 71,000 tested, 2.5% active | CHO CRE-bla reporter (cAMP response element driving beta-lactamase), forskolin EC10, beta-lactamase ratio | AID 662 | Potency, µM (top dose mostly 38.2 µM), inactives show at the highest dose activity change, negative = inhibition, actives largely listed as activators; active = well fitted activation curve with a large enough effect in the signal ratio, with a control signal flat, not every such curve was filed as active; inconclusive = small, poorly fitted or top-dose-only effect, or effect the other way, or a change in a side signal; the % refers to the signal ratio; also: potency is read from the fitted curve at half-maximal effect; % of control where 0% means no effect
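Modulation of forskolin-driven signalling is measured in CHO cells carrying a CRE-controlled beta-lactamase reporter. Cells are stimulated with EC10 NKH 477 in the presence of titrated compound for 3 h at 37 °C, then loaded with CCF4 for 2 h at room temperature.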
A350 autofl: A350 region autofluorescence | Compound autofluorescence, 340/450 nm, Alexa 350 dye-equivalents; stronger effect = higher value | max dye-equivalent concentration, M | 59,000 tested, 11% active; in the data active = max dye-equivalent concentration above about 10 nM; inconclusive = mostly about 1.1 nM to 9.6 nM
4-MU autofl: compound fluoresces in the 4-MU spectral region; compound autofluorescence, 340/450 nm, 4-MU equivalents; stronger effect = higher value; max dye-equivalent concentration, M; 59,000 tested, 11% active; in the data active = max dye-equivalent concentration above about 10 nM; inconclusive = mostly about 1.1 nM to 9.6 nM
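Intrinsic fluorescence at 340/450 nm (ex/em) was read after 15 min at room temperature in pH 8.0, 100 mM Tris. Each compound concentration expressed as 4-MU-equivalent concentration from a six-point 4-MU standard series on each plate.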
Hsp90 Hop PPI: changes Hsp90-Hop TPR2A binding signal, up or down; AlphaScreen TPR2A-His6 binding biotin-Hsp90 C-terminal peptide; Potency, µM (top dose mostly 57 µM), inactives show at the highest dose activity change, negative = inhibition; 71,000 tested, 0.44% active; active = well fitted curve in either direction with a large enough effect; inconclusive = small, poorly fitted or top-dose-only effect, or another doubt; also: potency is read from the fitted curve at half-maximal effect; % is scaled to controls: 0 for no effect and ±100 for the full control effect; many of its hits are not listed in these tables
BRCT PPI red: disrupts BRCA1 BRCT binding to phosphoprotein, red fluorophore readout | BRCT-phosphopeptide binding, red fluorescence polarization | Potency, µM (series often up to 76.9 µM), for inactives: top-dose activity change, negative = inhibition, most hits filed as inhibitors | 75,000 tested, 0.03% active; also: % is scaled to controls: 0 for no effect and ±100 for the full control effect
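Fluorescence polarization: 100 nM His-tagged BRCA1 BRCT with 100 nM TAMRA-labelled phospho-BACH1 decapeptide, phosphate buffer pH 7.3 with 150 mM NaCl, DTT, 0.01% Tween 20; 12 min RT. Binding inhibition seen as FP decrease.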
* = called active by the depositor; i = inactive; ? = inconclusive; / = no result given; [ ] = dose if it differs, or a comment. Unless noted, calls follow the shape of the dose curve; as a rule, active = well fitted curve in the direction sought with a large enough effect; inconclusive = small, poorly fitted or top-dose-only effect, or another doubt; inactive = no such curve, though single readings can be large; an effect the other way counts as inactive or inconclusive.

SMILES	Pol III holo inh	Epigenetic mod	15-hLO inh	HBB splice mod	UbGFP stabilizer	BRCT inh green	CRE Fsk mod	A350 autofl	4-MU autofl	Hsp90 Hop PPI	BRCT PPI red
CCCCN(C)C(=O)c1coc(=O)c2ccccc12	-6%	0%	-2%	-2.1%	-9%	-1.5%	?	i	i	0%	0.5%
O=C(CSc1ccc2nnc(-c3cccc(F)c3)n2n1)NCC1CCCO1 (configuration not stated)	-4%	-2%	?	-1.7%	6%	-4.8%	-17%	1e-08M*	?	4%	-1.5%
c1ccc(OCc2nnc3sc(C4COc5ccccc5O4)nn23)cc1 (configuration not stated)	-2%	/	-6%	-0.1%	-3%	0.1%	-12%	/	/	-3%	-1.3%
O=C1c2cccnc2C(=O)N1c1cccc(-c2nc3ccccc3o2)c1	-4%	1%	9%	/	3%	-2.0%	4%	i	i	-19%	-1.7%
COc1cc2c(C(=O)N3CCCc4ccccc43)cn(C)c(=O)c2cc1OC	-2%	0%	5%	-0.2%	-2%	4.2%	?	i	i	-2%	-0.8%
COc1ccc2c(c1)C1CC(C)(NC(=O)C1C(=O)c1ccccc1)O2 (configuration not stated)	2%	8%	-2%	-0.4%	-7%	0.4%	?	i	i	-2%	1.2%
COc1ccccc1-c1c(C)nn2c(N3CCN(c4ccccc4OC)CC3)cc(C)nc12	-3%	-2%	9%	0.9%	-3%	-3.1%	-10%	/	/	0%	-0.4%
Cn1c(Sc2nc3ccccc3n2C)nc2ccccc21	-6%	-2%	1%	/	2%	0.2%	4%	i	i	-6%	-0.6%
CCC1Oc2ccc(C)cc2N(CC(=O)NCc2ccccc2OC)C1=O (configuration not stated)	-2%	2%	0%	-0.9%	-3%	-1.9%	6%	i	i	-9%	-2.7%
CC(=O)NCCN=C(C)c1sc2ccccc2c1O	-1%	?	?	0.0%	0%	-3.6%	?	1.2e-08M*	?	-9%	-0.9%
FC(F)(F)c1cc(CN2CCC3(CCNCC3)CC2)cc(C(F)(F)F)c1	-8%	9%[9.22 µM]	3%	3.9%	-9%	-0.5%	-6%	i	i	-6%	-0.2%
COc1ccccc1NC(=O)c1ccc(S(=O)(=O)N(C)C)cc1	-3%	/	13%	0.7%	-3%	-2.5%	6%	/	/	-1%	-1.0%
Cc1cccc(-c2nnc(N)s2)c1	-4%	0%	-2%	/	-4%	-1.2%	1%	i	i	3%	-1.2%
Cn1c(=O)c2c(nc(N/N=C\c3ccccc3C(=O)O)n2C)n(C)c1=O	-6%[11.4 µM]	3%[9.22 µM]	14%[11.4 µM]	6.5%[9.22 µM]	-5%[9.17 µM]	0.3%[15.4 µM]	-4%[7.6 µM]	i	i	3%[11 µM]	-1.1%[15.4 µM]
CCn1c(SCc2ccc(C#N)cc2)nnc1-c1cccc(Cl)c1	-5%	-3%	-5%	-0.9%	-1%	0.7%	-2%	i	i	2%	0.0%
Cc1csc2nc(CNC(=O)C3CCCCC3)cn12	-11%	/	3%	-0.4%	2%	1.6%	-1%	/	/	-2%	-0.9%
CN(C)CCCNC(CC(=O)Nc1ccc(Cl)cc1)C(=O)O (configuration not stated)	-4%	-2%	-2%	-1.0%	-2%	0.4%	1%	i	i	-6%	-1.1%
Cc1cccc(-c2noc(C3CCCCC3)n2)c1	0%	-1%	3%	-0.6%	10%	-1.3%	?	i	i	5%	-0.4%
CC(C)c1ccc(NC(=O)C(c2ccccc2)N2CCN(C(=O)c3ccco3)CC2)cc1 (configuration not stated)	3%	0%	?	-1.8%	3%	-5.0%	-11%	i	i	0%	-0.6%
NC(=O)c1cccn1Cc1ccccc1Cl	-5%	0%	3%	1.7%[57.5 µM]	0%	-1.7%	?	i	i	-5%	-0.4%

9 entries from above, with bars between the fields.
canonical_smiles | Pol III holo inh | Epigenetic mod | 15-hLO inh | HBB splice mod | UbGFP stabilizer | BRCT inh green | CRE Fsk mod | A350 autofl | 4-MU autofl | Hsp90 Hop PPI | BRCT PPI red
CC(=O)NCCN=C(C)c1sc2ccccc2c1O | -1% | ? | ? | 0.0% | 0% | -3.6% | ? | 1.2e-08M* | ? | -9% | -0.9%
FC(F)(F)c1cc(CN2CCC3(CCNCC3)CC2)cc(C(F)(F)F)c1 | -8% | 9%[9.22 µM] | 3% | 3.9% | -9% | -0.5% | -6% | i | i | -6% | -0.2%
COc1ccccc1NC(=O)c1ccc(S(=O)(=O)N(C)C)cc1 | -3% | / | 13% | 0.7% | -3% | -2.5% | 6% | / | / | -1% | -1.0%
Cc1cccc(-c2nnc(N)s2)c1 | -4% | 0% | -2% | / | -4% | -1.2% | 1% | i | i | 3% | -1.2%
Cn1c(=O)c2c(nc(N/N=C\c3ccccc3C(=O)O)n2C)n(C)c1=O | -6%[11.4 µM] | 3%[9.22 µM] | 14%[11.4 µM] | 6.5%[9.22 µM] | -5%[9.17 µM] | 0.3%[15.4 µM] | -4%[7.6 µM] | i | i | 3%[11 µM] | -1.1%[15.4 µM]
CCn1c(SCc2ccc(C#N)cc2)nnc1-c1cccc(Cl)c1 | -5% | -3% | -5% | -0.9% | -1% | 0.7% | -2% | i | i | 2% | 0.0%
Cc1csc2nc(CNC(=O)C3CCCCC3)cn12 | -11% | / | 3% | -0.4% | 2% | 1.6% | -1% | / | / | -2% | -0.9%
CN(C)CCCNC(CC(=O)Nc1ccc(Cl)cc1)C(=O)O (configuration not stated) | -4% | -2% | -2% | -1.0% | -2% | 0.4% | 1% | i | i | -6% | -1.1%
Cc1cccc(-c2noc(C3CCCCC3)n2)c1 | 0% | -1% | 3% | -0.6% | 10% | -1.3% | ? | i | i | 5% | -0.4%

Next part:
SMILES	Pol III holo inh	Epigenetic mod	15-hLO inh	HBB splice mod	UbGFP stabilizer	BRCT inh green	CRE Fsk mod	A350 autofl	4-MU autofl	Hsp90 Hop PPI	BRCT PPI red
O=C(NCCCNCc1ccccc1)c1ccccn1	-7%	2%	15%	-6.3%	1%	-0.7%	-6%	i	i	-3%	-2.4%
Cc1ccc(CNC(=O)[C@H](C)[C@@H]2C[C@@]2(C)[C@@H](NC(=O)OCc2ccccc2)c2ccccc2)c(F)c1F	-6%	/	/	2.2%	/	-3.7%	-19%	/	/	-1%	-0.6%
c1coc(CNc2nc3nonc3nc2NCc2ccco2)c1	-5%	-2%	8%	-0.3%[57.5 µM]	8%	-1.2%	-11%	i	i	-4%	-1.7%
O=C(CN(C(=O)C1COc2ccccc2O1)c1ccccc1)NCC1CCCO1 (configuration not stated)	-8%	1%	4%	-1.5%	6%	-1.7%	-6%	i	i	-4%	-0.3%
O=C(O)[C@@H](O)[C@@H](O)[C@@H](O[C@H]1O[C@@H](CO)[C@@H](O)[C@@H](O)[C@@H]1O)[C@@H](O)CO	4%[25.6 µM]	-2%[20.6 µM]	14%[25.6 µM]	-0.7%[20.6 µM]	-7%[20.5 µM]	-0.5%[34.4 µM]	-4%[17.1 µM]	i	i	-6%[26 µM]	-2.3%[34.4 µM]
CCOc1ncccc1C(=O)OCC(=O)Nc1cc(C(=O)OC)ccc1C(=O)OC	-3%	-2%	1%	0.2%[57.5 µM]	2%	-2.2%	-3%	i	i	2%	-0.4%
O=C(NC(C(=O)c1ccccc1)n1ccc(=O)[nH]c1=O)c1ccccc1 (configuration not stated)	-4%	-2%	0%	0.5%	-3%	-0.4%	5%	i	i	-3%	-2.6%
CCCCC(CC)COCC1CO1 (configuration not stated)	0%	/	2%	-0.3%	/	1.6%	-1%	/	/	-3%	-1.1%
COc1cccc(-c2csc(N3CCN(C(=O)C4CCCCC4)CC3)n2)c1	6%	7%	-21%	-0.3%[57.5 µM]	0%	0.5%	?	i	i	-4%	0.8%
Cc1cn2c(-c3cccnc3)nnc2s1	-4%	3%	0%	-1.2%	-1%	0.5%	12%	i	i	-2%	-1.1%
O=C(CC1Oc2ccccc2NC1=O)NCc1ccc(Cl)cc1 (configuration not stated)	-2%	/	6%	-0.1%	-6%	-4.0%	-5%	/	/	-3%[2.3 µM]	0.7%
CC(C)OC(=O)c1cccc(C(=O)O)n1	4%	4%	17%	-0.7%	4%	0.4%	?	i	i	-7%	0.9%
